ARNT TACC3 PPI: disruptors of human ARNT/TACC3 interaction | AlphaScreen His-ARNT PAS-B/GST-TACC3 binding, luminescence; TACC3 fragment carries E629A point mutation | 0.66% of 390,000 active | Q9Y6A5 | inhibition, % at 9.99 µM;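 active means mean inhibition of replicates at least 50% and at least half of replicates each reaching 50%; inconclusive means half or more replicates reach 50% but mean below 50%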;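 further: 0% = complete ARNT plus TACC3 wells and 100% = ARNT alone without TACC3; many hits fall short of the cut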
Cneo AK release: causes C. neoformans cell lysis; 0.2% of 360,000 active; lysis activity, % at 15 µM; AID 651654; adenylate kinase release luminescence, 4 h; normalised: neutral wells 0, clomiphene wells 100;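 active means mean lysis activity across replicates of at least 80%, whatever share of replicates individually reach that level; inactive means mean lysis activity below 80%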
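Material: C. neoformans cells; Schedule: 4 h static compound exposure, 37 °C, read 1 h post-reagent; Measured by: adenylate kinase release luminescence; Read-out: signal increase indicating cell lysis; Controls: Clomiphene as positive lysis control.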
miR-122 sensor: inhibitors of miR-122 in Huh7 cells. Huh7 miR-122 Renilla luciferase sensor, 48 h; neutral wells = 0, positive control = 100. activation (reporter increase), % at 12.5 µM. 0.3% of 340,000 active. AID 602342;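 active means mean replicate activation score at least 90 and every replicate individually at or above 90; inconclusive means only one of the two criteria met; inactive means neither criterion met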;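 further: higher luciferase means less miR-122 activity so hits act as miR-122 inhibitors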
SIRT5 block: inhibitors of human sirtuin-5 desuccinylase; Q9NXA8; Purified SirT5, succinyl-peptide AMC, trypsin-coupled fluorescence; inhibition, % at 15 µM; 1.1% of 330,000 active; AID 652115; in the data active means inhibition above about 15%; inconclusive means no clear call, values can overlap the other calls
Target sequence (Q9NXA8 whole entry, looked up): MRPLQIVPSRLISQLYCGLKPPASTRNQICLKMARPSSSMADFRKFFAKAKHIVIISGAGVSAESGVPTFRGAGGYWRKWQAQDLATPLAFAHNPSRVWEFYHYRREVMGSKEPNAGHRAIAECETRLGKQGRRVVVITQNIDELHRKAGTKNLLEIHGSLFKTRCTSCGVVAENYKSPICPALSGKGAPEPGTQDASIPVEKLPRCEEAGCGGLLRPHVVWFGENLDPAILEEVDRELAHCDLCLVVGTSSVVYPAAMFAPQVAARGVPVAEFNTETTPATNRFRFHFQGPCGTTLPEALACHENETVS
esBAF inh: blocks esBAF chromatin remodeling in mouse ES cells; Bmi1-luciferase knock-in reporter, 24 h; 100% = twice the neutral-well signal; AID 602393; reporter increase, % at 12.5 µM; 2% of 350,000 active; in the data active means activation above about 40%; inconclusive means no clear call, values can overlap the other calls;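 further: 0% = median of the plate's neutral control wells and 100% = double that signal; a rise in the Bmi1 reporter signal indicates esBAF inhibition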
ERp5 inh: blocks human ERp5 reductase activity on insulin. Q15084. ERp5 insulin aggregation, absorbance 650 nm, 90 min. inhibition, % at 9.99 µM. 0.05% of 350,000 active. AID 651711;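 active means mean replicate inhibition above about 25%, with every replicate also reaching it, limit read from the data, passing the limit was not always enough; inconclusive means only one of those two criteria met; inactive means neither criterion met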
Target sequence (Q15084 whole entry, looked up): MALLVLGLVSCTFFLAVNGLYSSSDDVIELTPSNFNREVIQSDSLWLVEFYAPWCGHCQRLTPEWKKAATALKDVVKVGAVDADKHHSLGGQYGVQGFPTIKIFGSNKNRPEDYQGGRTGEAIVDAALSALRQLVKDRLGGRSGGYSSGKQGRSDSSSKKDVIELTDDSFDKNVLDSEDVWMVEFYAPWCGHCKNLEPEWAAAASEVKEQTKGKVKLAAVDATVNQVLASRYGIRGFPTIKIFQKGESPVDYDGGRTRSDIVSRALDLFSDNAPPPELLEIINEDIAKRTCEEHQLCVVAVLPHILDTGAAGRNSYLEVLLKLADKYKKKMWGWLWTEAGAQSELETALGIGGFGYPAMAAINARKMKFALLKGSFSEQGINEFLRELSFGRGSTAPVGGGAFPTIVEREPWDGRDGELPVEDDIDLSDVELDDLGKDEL
Statin myotox sup: suppression of simvastatin myotoxicity; C2C12 myotubes + simvastatin, ATP luminescence, 48 h; scaled: DMSO 0, geranylgeraniol control 100; rescue of ATP level, % at 7.49 µM; 0.78% of 330,000 active;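 active means mean ATP rescue above about 67%, or every replicate alone reaching that limit, limit read from the data, passing the limit was not always enough; inconclusive means no clear call, values can overlap the other calls; inactive means mean under the limit and some replicate under it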;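 further: myotubes were challenged with 10 µM simvastatin during compound exposure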
* = called active by the depositor; ? = inconclusive; / = no result given; [ ] = another dose, or the depositor's remark. Rows are unselected, and some 4% of all compounds hit somewhere here.

SMILES	ARNT TACC3 PPI	Cneo AK release	miR-122 sensor	SIRT5 block	esBAF inh	ERp5 inh	Statin myotox sup
COc1ccccc1CNS(=O)(=O)CCNC1CC1	3	1	-2	0	2	5	2
C[C@@H]1CN([C@@H](C)CO)C(=O)Cc2cc(NC(=O)Cn3cnnn3)ccc2O[C@@H]1CN(C)Cc1ccc(C(=O)O)cc1	-3	3	-7[16.7 µM]	-3	-2	-6	-2
CCOC(=O)C1C(=O)Nc2nc(C)nn2C1c1ccccc1 (stereo not drawn)	-1	4	1	/	2	/	/
O=C(Nc1ccc2c(c1)OCCO2)c1cccnc1Oc1ccc(Cl)cc1	-1	/	1	-4	6	4	15
O=c1c2c([nH]n1-c1ccccc1)CCCC2	-3	/	1	1	/	1	/
O=C(Nc1ccccc1)c1ccc2nc(-c3ccco3)c(-c3ccco3)nc2c1	47*	0	-2	/	-4	/	-19
Cc1ccccc1CSCC(=O)NC(=O)NCc1ccco1	0	8	0	-3	4	0	28
CC(OC(=O)c1ccc(Br)o1)C(=O)Nc1ccc2c(c1)OCCO2 (stereo not drawn)	0	-3	/	0	3	0	3
C[C@H](CO)N1C[C@H](C)[C@H](CN(C)C(=O)C2CC2)Oc2ncc(C#CC(C)(C)O)cc2C1=O	-12	-6	-4[16.7 µM]	-4	-2	-3	/
C[C@H]1CN([C@@H](C)CO)C(=O)c2cc(/C=C/c3ccccc3)cnc2O[C@@H]1CN(C)S(=O)(=O)c1ccccc1F	-4	0	-7[16.7 µM]	5	1	-2	21
CCOc1cc(CNCCN2CCOCC2)ccc1OCc1ccccc1Cl	1	5	-10	-1	-1	-8	20
COc1cccc(S(=O)(=O)N[C@H]2CC[C@@H](CC(=O)NCc3ccncc3)O[C@@H]2CO)c1	-3	19	0[16.7 µM]	-2	-1	0	-6
Cc1ccc(C)c(NC(=O)CCN2C(=O)c3ccccc3C2=O)c1	11	1	5	-4	-5	-6	-11
CCc1nc(NCC2CCCN2CC)c2nnn(Cc3ccccc3F)c2n1 (stereo not drawn)	/	3	0	/	15	/	-2
Nc1ccc(C(=O)c2ccccc2C(=O)O)cc1Cl	-5	0	1	-2	-3	3	-11
Cc1ccc(CNn2cn[nH]c2=S)cc1	1	3	-2	-6	-10	1	18
c1nc2ccc(Cc3ccc4nc[nH]c4c3)cc2[nH]1	-7	1	-1	2	-3	1	3
CC(=O)Nc1ccc(NC(=O)Cc2ccc(-c3ccccc3)cc2)cc1	-1	4	-3	0	1	3	-9
COc1cc(C(c2sc3nc(C)nn3c2O)N2CCC3(CC2)OCCO3)cc(OC)c1OC (stereo not drawn)	-8	1	2	/	-7	/	4
C[C@H](CO)N1C[C@H](C)[C@@H](CN(C)C(=O)C2CC2)Oc2cc(/C=C/c3ccccc3)ccc2S1(=O)=O	15	1	31[16.7 µM]	13	1	2	-14
CC(C)NC(=O)N[C@H]1CC[C@@H](CC(=O)N2CCCCC2)O[C@H]1CO	0	1	-3[16.7 µM]	-2	-2	-1	-12
O=C(Cn1cnc2c(OCc3ccccc3)ncnc21)NCc1nc2ccccc2[nH]1	-4	1	-8	-6	-1	4	2
NC(CO)c1cn([C@@H](CCC(=O)O)C(=O)N2CCNCC2)nn1 (stereo partly drawn)	-1	1	-5	-4	-4	-4	-8
COc1cccc(-c2cnc3c(c2)C(=O)N([C@@H](C)CO)C[C@@H](C)[C@@H](CN(C)Cc2ccccc2)O3)c1	2	-5	7[16.7 µM]	-1	0	-1	9
Cc1cccc(Oc2ccc(NC(=O)c3ccccc3C(=O)O)cc2)c1	1	-3	-20	13	12	-7	3
CC(=O)Nc1ccc(S(=O)(=O)NC(CC(=O)O)c2ccc(C)cc2)cc1 (stereo not drawn)	-9	-7	2	-5	-5	-3	9
COC(=O)N(C)C[C@H]1OCc2ccccc2-c2c(n(C)c3ccccc23)C(=O)N([C@H](C)CO)C[C@H]1C	11	0	/	1	1	-6	-53
Cc1ccccc1C(=O)NNC(=S)NC(=O)COc1ccccc1	7	/	/	-4	/	6	/
NS(=O)(=O)c1ccc(CCNC(=O)C2COc3ccccc3O2)cc1 (stereo not drawn)	-4	0	2	3	1	1	-12
Cc1ccc(C)c(OCCC(=O)NNC(=O)c2ccncc2)c1	0	5	-3	3	-8	2	4
O=C(c1ccc(Cl)s1)N(Cc1nnc(-c2ccccc2Cl)o1)C1CC1	-1	/	/	-1	/	0	/
COc1ccc(C2CC3(CC(C)(C)NC(=S)N3)Oc3cc(O)cc(C)c32)cc1OC (stereo not drawn)	8	/	/	7	/	0	/
COc1ccccc1-n1c(SCC(=O)Nc2ccc(Cl)cc2)nc(O)c(Cc2ccccc2)c1=O	/	9	-1	/	-3	0	6
Cc1ccc2cc(C3CC(c4ccco4)=NN3S(C)(=O)=O)c(Cl)nc2c1 (stereo not drawn)	-7	/	/	0	/	-1	/
CNC(=O)COC(=O)c1cc(=O)[nH]c2ccccc12	-2	-1	0	/	1	/	-5
COc1ccc(Nc2cc(C)nc(NCc3ccccc3)n2)cc1	6	-8	-11	-2	/	2	/
C[C@@H](O)C#Cc1ccc2c(c1)O[C@@H](CN(C)C)[C@@H](C)CN([C@@H](C)CO)S2(=O)=O	9	1	3[16.7 µM]	?	-3	4	7
C[C@@H]1CN([C@@H](C)CO)C(=O)c2cccc(NS(=O)(=O)c3cn(C)cn3)c2O[C@@H]1CN(C)Cc1ccc(C(F)(F)F)cc1	-18	0	3[16.7 µM]	1	4	-3	-7
CCOC(=O)C1=C(c2ccccc2)NC(=S)NC1C (stereo not drawn)	0	1	-7	/	-7	/	33
C[C@@H]1CN([C@H](C)CO)C(=O)c2cc(-c3cncnc3)cnc2O[C@H]1CN(C)Cc1cncnc1	-15	-17	-7[16.7 µM]	-3	1	0	-10
O=C(CC(c1ccccc1)c1ccccc1)NCCO	23	-1	-6	/	-6	/	7
O=C1C(C2=NC(C(=O)O)C3C(=O)N(c4ccccc4)C(=O)C23)=C(O)c2ccccc21 (stereo not drawn)	-8	-1	-3	/	-12	/	6
Cc1ccc(-c2ccccc2)n1-c1cccc(C(=O)O)c1	-3	/	/	3	/	3	/
COc1ccc(Nc2ccc(N3C(=O)CC(C)C3=O)cc2[N+](=O)[O-])cc1OC (stereo not drawn)	11	/	/	-1	/	1	/
CC1CN(CCOc2ccccc2[N+](=O)[O-])CC(C)O1 (stereo not drawn)	-1	5	-9	-4	-7	6	12
COCc1cn(CC[C@H]2CC[C@@H](NC(=O)Nc3ccccc3)[C@H](CO)O2)nn1	-10	7	/	2	0	-1	5
Clc1ccccc1OCCCCN1CCNCC1	0	0	3	-1	19	-2	11
COc1ccc(OCC(=O)Nc2ccc3c(c2)CCC3)cc1	-4	1	-4	-1	0	0	7
O=C(CN1CCCCCC1)NC(c1ccccc1)c1ccccc1	-15	1	/	1	-3	1	-15
CC1CCCC(C)N1C(=O)C1CC(c2ccc(F)cc2)=NO1 (stereo not drawn)	1	1	-1	/	39	/	92*
COc1ccc(-n2c(SCC(=O)O)nc3sc4c(c3c2=O)CCCC4)cc1	-12	-1	0	-1	0	1	-4
O=C(OCc1nnc(-c2ccccc2)o1)c1ccc(-n2cnnn2)cc1	/	6	-4	-2	1	6	0
O=C(NCCCn1ccnc1)C1CC(c2ccccc2Cl)=NO1 (stereo not drawn)	9	-1	-9	0	-5	5	11
CN(Cc1ccccc1)C(=O)CCC1CCN(C(=O)c2ccccc2C(F)(F)F)CC1	/	0	/	-1	-11	6	-1
C[C@H](O)C#Cc1ccc2c(c1)O[C@@H](CN(C)C)[C@@H](C)CN([C@H](C)CO)S2(=O)=O	13	-2	-3[16.7 µM]	-7	-1	3	45
O=C(Nc1cccc(Cl)c1)N1C[C@H]2[C@@H](c3ccccc31)[C@@H](CO)N2Cc1cccnc1	-1	2	-2[16.7 µM]	-3	1	-1	1
COc1cccc(COC(=O)CCNC(=O)c2ccc(Br)cc2)c1OC	-14	-3	/	-4	-10	-3	14
COc1ccc(NC(=O)c2cc(C)cc(C)c2)cc1S(=O)(=O)N1CCCCC1	-3	-5	/	4	1	-2	13
O=C(C[C@@H]1C[C@@H]2c3cc(NC(=O)NC4CCCC4)ccc3O[C@@H]2[C@H](CO)O1)NC1CCCCC1	-6	-11	-3[16.7 µM]	4	6	5	-2
CCOc1ccccc1/C=C/c1onc(C)c1S(=O)(=O)N1CCC(C(=O)NC(C)(C)C)CC1	0	-1	/	-3	-1	8	20

An excerpt from above in order of count of non-hydrogen atoms, ascending:
SMILES	ARNT TACC3 PPI	Cneo AK release	miR-122 sensor	SIRT5 block	esBAF inh	ERp5 inh	Statin myotox sup
Clc1ccccc1OCCCCN1CCNCC1	0	0	3	-1	19	-2	11
CC1CN(CCOc2ccccc2[N+](=O)[O-])CC(C)O1 (stereo not drawn)	-1	5	-9	-4	-7	6	12
Cc1ccc(-c2ccccc2)n1-c1cccc(C(=O)O)c1	-3	/	/	3	/	3	/
CC1CCCC(C)N1C(=O)C1CC(c2ccc(F)cc2)=NO1 (stereo not drawn)	1	1	-1	/	39	/	92*
O=C(NCCCn1ccnc1)C1CC(c2ccccc2Cl)=NO1 (stereo not drawn)	9	-1	-9	0	-5	5	11
O=C(CN1CCCCCC1)NC(c1ccccc1)c1ccccc1	-15	1	/	1	-3	1	-15
COc1cccc(COC(=O)CCNC(=O)c2ccc(Br)cc2)c1OC	-14	-3	/	-4	-10	-3	14
COc1ccc(-n2c(SCC(=O)O)nc3sc4c(c3c2=O)CCCC4)cc1	-12	-1	0	-1	0	1	-4
COCc1cn(CC[C@H]2CC[C@@H](NC(=O)Nc3ccccc3)[C@H](CO)O2)nn1	-10	7	/	2	0	-1	5
O=C1C(C2=NC(C(=O)O)C3C(=O)N(c4ccccc4)C(=O)C23)=C(O)c2ccccc21 (stereo not drawn)	-8	-1	-3	/	-12	/	6
CN(Cc1ccccc1)C(=O)CCC1CCN(C(=O)c2ccccc2C(F)(F)F)CC1	/	0	/	-1	-11	6	-1
CCOc1ccccc1/C=C/c1onc(C)c1S(=O)(=O)N1CCC(C(=O)NC(C)(C)C)CC1	0	-1	/	-3	-1	8	20
O=C(C[C@@H]1C[C@@H]2c3cc(NC(=O)NC4CCCC4)ccc3O[C@@H]2[C@H](CO)O1)NC1CCCCC1	-6	-11	-3[16.7 µM]	4	6	5	-2

Other compounds follow:
SMILES	ARNT TACC3 PPI	Cneo AK release	miR-122 sensor	SIRT5 block	esBAF inh	ERp5 inh	Statin myotox sup
CN1CCCCN2[C@H](CO)[C@H](c3ccc(C4=CCCC4)cc3)[C@H]2C1	10	4	2[16.7 µM]	-5	-4	-1	-1
CSc1nsc2nc(=O)c(/C=C3\C(C)=Nc4ccccc43)c(N)n12	1	1	9	7	/	-1	/
COc1ccc(NC(=O)c2cc(=O)[nH]c3ccccc23)cc1	-8	/	/	-6	4	0	-8
CCc1cnc(N2[C@@H](C#N)[C@H](c3ccccc3)[C@@H]2CO)s1	0	48	/	4	8	1	0
CC(C)(C)c1ccc(C(=O)Nn2c(CCC(=O)O)ccc2-c2cccs2)cc1	1	-2	7	4	1	-3	14
CCC(CO)Oc1cc(NCc2ccc(C(C)(C)C)cc2)c2ncn(C(C)C)c2c1 (stereo not drawn)	-3	0	/	/	-19	-6	-1

From PubChem
